ERK EGF inh – qHTS Assay for Inhibitors of the ERK Signaling Pathway using a Homogeneous Screening Assay; Stimulation with EGF. HEK293-V1b, EGF-stimulated phospho-ERK AlphaScreen. Potency, µM (series often up to 11.5 µM), for inactives: top-dose activity change, negative = inhibition, hits mostly inhibitors. 0.41% of 130,000 active; active means well fitted inhibition curve with a large enough effect; inconclusive means small, poorly fitted or top-dose-only effect, or effect the other way;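 further: plate controls were stimulated vehicle wells for no effect and unstimulated vehicle basal for full effect; nearly all actives have a fitted effect of over 55% in size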
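Compounds are titrated over HEK293-V1b cells kept overnight in 1% FBS. After 30 min at 37C, EGF (25 nM final) triggers ERK phosphorylation for 5 min, measured by AlphaScreen in lysates.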
* marks the source's active call; other numbers are inactive results; ? = inconclusive; [ ] = dose if it differs, or a comment. Potency means the concentration at half of the fitted maximal effect. An excerpt; count on the stated rates, not on these rows.

molecule,ERK EGF inh
O=c1[nH]c2cccnc2n1-c1ccc([N+](=O)[O-])cc1,-6.2%[57.5 µM]
CC1=CCC(C(=O)O)C(C(=O)Nc2ccc(-c3nc4ccc(C)cc4s3)cc2)C1 (stereo unspecified),4.7%[57.5 µM]
O=C(Nc1ccc2nc(-c3cccnc3)[nH]c2c1)C1CCCCC1,-1.8%
CC1CCN(C(=O)c2cc3nc(C4CC4)cc(C(F)(F)F)n3n2)CC1,4.0%
COC(=O)c1ccsc1NC(=O)c1cccc(OC)c1,-3.3%
O=C(CSc1ccc(-c2ccccc2)nn1)c1cccs1,-2.7%
Cc1ccc2[nH]c(=O)c(CN(CCc3ccccc3)Cc3nnnn3CC3CCCO3)cc2c1 (stereo unspecified),0.4%
CCNc1ccccc(-c2ccc3ccccc3n2)c1=O,8.2%

Random excerpt: 3 records from the list
molecule,ERK EGF inh
CC1=CCC(C(=O)O)C(C(=O)Nc2ccc(-c3nc4ccc(C)cc4s3)cc2)C1 (stereo unspecified),4.7%[57.5 µM]
O=c1[nH]c2cccnc2n1-c1ccc([N+](=O)[O-])cc1,-6.2%[57.5 µM]
CC1CCN(C(=O)c2cc3nc(C4CC4)cc(C(F)(F)F)n3n2)CC1,4.0%

Additional entries follow.
molecule,ERK EGF inh
N[C@H](Cc1cc(I)c(Oc2cc(I)c(O)c(I)c2)c(I)c1)C(=O)O,4.0%[25.7 µM]
O=C(CCc1ccccc1)N1CCN(c2ccccn2)CC1,-2.8%
CCOCCCNc1nc(C)nc2c1nnn2Cc1c(F)cccc1Cl,-0.5%
Cc1ccc2c(Cl)cc(Cl)c(OCC(=O)Nc3cccc(S(N)(=O)=O)c3)c2n1,0.7%
O=C(COC(=O)CNC(=O)c1ccccc1)NCCc1ccccc1,2.4%
Cn1nc(-c2ccc(Cl)cc2)cc1NC(=O)CCCC(=O)O,2.7%[57.5 µM]
COc1ccc(OC)c(CCNC(=O)C(=O)Nc2ccc3nc4n(c(=O)c3c2)CCCCC4)c1,30.2%[57.5 µM]
O=c1[nH]c(SCc2ccc(Cl)cc2)nc2[nH]ncc12,-2.0%

(cont.)
molecule,ERK EGF inh
Cc1nc2c3ccccc3nc(NNC(=O)CCC(=O)NC3CCCC3)n2n1,5.2%
O=C(Nc1cccc(S(=O)(=O)N2CCCC2)c1)C1CCCN1C(=O)c1cccs1 (stereo unspecified),-17.6%[57.5 µM]
Cc1ccc2cc(CN(CCN(C)C)C(=O)Nc3ccc(Cl)cc3)c(=O)[nH]c2c1,-9.3%
CC(=O)c1ccc(OCC(=O)Nc2ccc3c(c2)CCC3)cc1,0.4%
O=C(/C=C/c1ccnc2ccccc12)c1cccs1,-10.3%
COc1cc(OC)c2c(=O)c(-c3ccccc3)c(C)oc2c1OC,37.0%
O=S(=O)(c1ccccc1)N1CCC2(CCCN(c3ccccc3)C2)CC1,1.8%
Cc1ccc(-c2cc(C(=O)O)n[nH]2)s1,6.8%

Continued.
molecule,ERK EGF inh
CCOc1ccc(N2C(=O)/C(=C/c3ccccc3OCC(=O)OC)N(CC(=O)OC)C2=S)cc1,-12.6%
CCn1c(SCC(=O)NCCc2ccccc2)nc2sc3c(c2c1=O)CCN(C)C3,?
Cc1cc(N)c(C)c([N+](=O)[O-])c1C,31.5%
O=S(=O)(N/N=C1/CCCc2ccccc21)c1ccc(Br)cc1,0.8%
CCOC(=O)C(=Nc1ccc(Cl)cc1)NO,4.8%
CCCNc1cc(=S)nc(N)[nH]1,6.8%[57.5 µM]
O=C(COC(=O)c1ccccn1)Nc1nc(-c2cccc([N+](=O)[O-])c2)cs1,?
N#CC1CCN(c2ncccc2[N+](=O)[O-])CC1,5.9%[57.5 µM]

Continuation.
molecule,ERK EGF inh
O=C(c1cccc(F)c1)N1CCC2(CC1)CN(c1cccc(-c3ccccc3)c1)C2,-3.3%
CCOC(=O)c1c(NC(=O)/C=C/C(=O)O)sc(C)c1-c1ccc(F)cc1,2.0%[57.5 µM]
Cc1ncc(CCl)c2c1OC(C)(C)OC2,?
COc1ccc(-c2nc(CSCC(=O)N3CCC(C(N)=O)CC3)c(C)o2)cc1OC,7.3%
Cc1nn(-c2ccccc2)c(C)c1/C=C/C(=O)OCC(=O)N(C)C1CCS(=O)(=O)C1 (stereo unspecified),-28.2%
O=C(NNC(=S)Nc1ccccc1Cl)c1ccncc1,11.4%[57.5 µM]
C/C(=N\OCc1ccccc1)c1c(O)cc(C(C)C)n(-c2ccccc2)c1=O,0.7%
COCCNC(=S)NN=C1CCCCC1,6.9%

Other records.
molecule,ERK EGF inh
Cc1cc(C(=O)NNC(=O)c2cccc(C(F)(F)F)c2)no1,-5.5%[57.5 µM]
Cc1c2c(nc3nnnn13)CCCC2,-3.0%
O=C(Nc1nccs1)c1cccc(NC(=O)c2ccco2)c1,-5.3%
CCOc1ccc(S(=O)(=O)Nc2cccc(C)c2)c2cccnc12,-7.1%
Cc1cccc(C(=O)Nc2ccc3c(c2)C(=O)N(CC(C)C)C3=O)c1,-3.0%
O=C(NC(NCc1cccnc1)C(Cl)(Cl)Cl)c1cccc2ccccc12 (stereo unspecified),7.0%
O=C(CSc1nncs1)Nc1ccc(S(=O)(=O)N2CCCC2)cc1,-0.4%
Cc1ccc(Cl)cc1N1CCN(C(=O)Cc2c(C(=O)O)[nH]c3ccc(Cl)cc23)CC1,3.1%

Copied from the list:
ERK EGF inh, O=S(=O)(N/N=C1/CCCc2ccccc21)c1ccc(Br)cc1 = 0.8%
ERK EGF inh, CC(=O)c1ccc(OCC(=O)Nc2ccc3c(c2)CCC3)cc1 = 0.4%

Remaining list, next part.
molecule,ERK EGF inh
COC(=O)c1cccc(NC(=O)NC(=O)c2ccc(Cl)cc2)c1,17.0%[57.5 µM]
CCn1c(=S)[nH]c2sc3c(c2c1=O)CCCCC3,-0.2%
CC(=O)c1ccc(NC(=O)COC(=O)CCN2C(=O)c3cccc([N+](=O)[O-])c3C2=O)cc1,5.0%
CC1(C)CC(=O)C2=C(C1)OC(N)=C(C#N)C2c1ccoc1 (stereo unspecified),2.1%
CCOC(=O)N1CCC(N2CCN(S(=O)(=O)c3ccc(OC)cc3)CC2)CC1,-4.6%
CCn1c(SCC(=O)N(C)c2c(N)n(Cc3ccccc3)c(=O)[nH]c2=O)nc2ccccc21,-15.1%[57.5 µM]
Cc1cc(C)cc(NC(=O)c2oc3ccccc3c2COc2ccccc2)c1,13.5%
CCC(CC)C(=O)Nc1cccc(C(=O)Nc2nnc(C)s2)c1,0.3%

Remaining list, next part:
molecule,ERK EGF inh
COc1cc(C(=O)O/N=C2/C=C(C)C(=O)C=C2C)cc(OC)c1OC,-4.7%
CN=C(C)/C(C(=O)OC)=C(/O)c1ccc(Cl)cc1Cl,1.2%[57.5 µM]
N#C/C(=C/c1ccc(CNC(=O)C(=O)Nc2cc(Cl)cc(Cl)c2)o1)C(=O)NCc1cccnc1,0.5%
O=c1[nH]c(CSc2nc3ccccc3s2)nc2ccccc12,?
COCCNC(=O)c1ccc(CN2CCOCC2)cc1,5.1%
CC1(C)C([N+](=O)[O-])C(c2ccccc2O)NC(c2ccccc2O)C1[N+](=O)[O-] (stereo unspecified),-0.3%
COc1ccc(CCNC(=O)CSc2nnc(Cc3cccn3C)n2C)cc1OC,-4.9%
O=C(Nc1cccc(S(=O)(=O)NC2=NCCC2)c1)C1CCCCC1,15.8%[57.5 µM]

(list continues)
molecule,ERK EGF inh
NC(=S)Nc1cccc(-c2n[nH]c(=S)o2)c1,-2.7%[57.5 µM]
Cc1ccc(NC(=O)OCc2ccccc2S(C)=O)cc1 (stereo unspecified),-3.7%
Cc1cc(CNC(=O)COc2c(F)c(F)cc(F)c2F)c2ccccc2n1,-3.5%
Cc1ccn(CC(=O)N2CCCC(C(=O)c3cccc4ccccc34)C2)n1 (stereo unspecified),6.7%
COc1ccccc1NC(=S)N/N=C/c1ccc(O)cc1,3.5%
COc1cccc(N2CC(=O)N(NC(=O)c3sc4nc(C)cc(C)c4c3N)CC2=O)c1,-0.6%[57.5 µM]
N#C/C(=C\C1=C(N2CCOCC2)C(=C/c2cccc([N+](=O)[O-])c2)/CC1)C(=O)Nc1ccccc1F,3.55µM*
CCc1cc2ccc(OC)cc2nc1SCC(=O)N1CCN(C(=O)c2ccco2)CC1,?

Other entries:
molecule,ERK EGF inh
O=C(CCN1C(=O)C2C3C=CC(C3)C2C1=O)N1CCN(c2ccccn2)CC1 (stereo unspecified),5.1%
C/C(=N/NC(=S)Nc1cccc(C)c1)c1cccc([N+](=O)[O-])c1,-9.4%
COc1ccc(C(=O)N2CCC3(CCCN(Cc4ccc(C#N)cc4)C3)CC2)cc1,-3.7%
O=C(NNC(=O)C1CC2CCC1C2)c1ccccc1 (stereo unspecified),0.6%
CC1CC(C)CN(C(=O)Nc2ccccc2F)C1 (stereo unspecified),-17.9%[57.5 µM]
Cc1cc(S(=O)(=O)N2CCCOC2CNC(=O)C(=O)NCc2ccco2)ccc1F (stereo unspecified),6.4%
O=C(N/N=C/c1cccc([N+](=O)[O-])c1)c1nc2ccccc2c(=O)[nH]1,7.4%[57.5 µM]
COc1cc(-c2ccccc2)nc2ccccc12,11.0%

The results go on.
molecule,ERK EGF inh
COc1ccc(Cc2nnc(SCC(=O)NC3CCCC3)o2)cc1,3.1%
CC(=O)NC1C(=O)N=C(SCC(=O)Nc2cccc(Cl)c2)NC1=O (stereo unspecified),1.3%
CCc1c(C)c(C#N)c2[nH]c3ccccc3n2c1=S,3.1%[57.5 µM]
O=[N+]([O-])c1c(NCCO)cc(N2CCCCC2)c2nonc12,-1.2%
Cc1cccc(N(C)C(=S)Oc2ccc3ccccc3c2)c1,-6.1%[57.5 µM]
O=C(CSc1nccc(=O)[nH]1)NCc1ccco1,7.8%[57.5 µM]
CCOCC(=O)Nc1c(C)n(C)n(-c2ccccc2)c1=O,-5.6%
O=Cc1c(-c2ccccc2)nc2ccccn12,14.7%[57.5 µM]

Next part.
molecule,ERK EGF inh
Cc1ccc2c(Cl)cc(Cl)c(OCC(=O)NCCc3ccccn3)c2n1,6.7%
CCCCC(=O)NC(NC(=S)N1CCCCCC1)C(Cl)(Cl)Cl (stereo unspecified),2.0%
COc1ccccc1C(=O)Nc1c(C)cc(Br)cc1C,-1.1%
CCC(C)C(NC(=O)C1CCC(C)CC1)C(=O)NC1CCN(Cc2ccccc2)CC1 (stereo unspecified),-23.2%[57.5 µM]
COc1ccc(/C=N/Nc2nccnc2Cl)c(OC)c1,2.1%
COc1cccc(C(=O)NCc2ccc3[nH]c(C)cc3c2)c1,-8.2%
O=C(c1ccccc1F)N1CCCC(c2ccccc2)C1 (stereo unspecified),5.2%
O=C(N/N=C/c1ccccn1)c1cc(-c2ccncc2)nc2ccccc12,5.8%

Continuation.
molecule,ERK EGF inh
COc1ccc(OC)c2sc(NNC(=O)C3COc4ccccc4O3)nc12 (stereo unspecified),6.2%
CN(C)c1ccc(C(CN)c2c[nH]c3ccccc23)cc1 (stereo unspecified),-15.6%[57.5 µM]
Cc1cc(C)n(-c2cccc(F)n2)n1,-4.7%
c1ccc(-c2ccc3nnnn3n2)cc1,-16.6%[57.5 µM]
CCCc1cc2c(cc1NC(=O)c1ccco1)OCO2,-20.2%
CCCN=CC1=C(O)CC(c2ccccc2)CC1=O (stereo unspecified),-2.5%
CCCCCCCCCCCCCCCC(=O)OC/C=C(C)/C=C/C=C(C)/C=C/C1=C(C)CCCC1(C)C,2.6%
Cc1cc(NS(=O)(=O)c2ccc(NC(=O)Nc3ccc4c(c3)OCO4)cc2)no1,8.7%

More compounds:
molecule,ERK EGF inh
Cc1cc(C)c2[nH]c(O)c(N=NC(=O)c3cc4c(s3)CCCC4)c2c1,5.5%
CCOC(=O)c1cc(-c2ccccc2)sc1NC(=O)COC(=O)c1ccc(Cl)c(S(N)(=O)=O)c1,-2.4%
C/C(=C\c1ccccc1)C(=O)N1CCN(c2cccc(C(F)(F)F)c2)CC1,3.6%
O=C(C1=C[C@@H](c2ccc(Br)cc2)C[C@@H](OCc2ccc(CO)cc2)O1)N1CCN(Cc2ccc3c(c2)OCO3)CC1,-3.7%[57.5 µM]
CCN(c1ccccc1)P(=O)(Nc1ccccc1)Nc1ccccc1,-12.9%[57.5 µM]
Cc1cc([N+](=O)[O-])nn1CC(=O)Nc1ccc(Cl)cn1,-16.6%
NC(=O)c1nsc(C(=O)N(c2ccc(Cl)cc2)C(C(=O)NCC2CCCO2)c2cccs2)c1N (stereo unspecified),2.9%
Cc1cccc(-n2ncc3c(NCCCn4ccnc4)ncnc32)c1,8.2%

Next section
molecule,ERK EGF inh
Cc1cc(OCC(=O)N2CCOCC2)ccc1[N+](=O)[O-],-4.8%[57.5 µM]
O=C(NCCc1nc2ccccc2[nH]1)/C(=C/c1ccc2c(c1)OCO2)NC(=O)c1ccccc1,-0.4%
COc1cccc(C(=O)c2c[nH]c(C(=O)NCCCN(C)C)c2)c1,-0.2%
Clc1ccc(N=c2ssnc2Cl)cc1,-9.1%
COc1cc(NS(=O)(=O)c2ccc(NC(=O)/C=C/c3ccc([N+](=O)[O-])cc3)cc2)ncn1,-4.7%
CCOC(=O)C1(Cc2ccc(Cl)cc2)CCN(Cc2nccn2CC)CC1,?
COCCNC(=O)C(=O)NCC1OCCN1C(=O)c1ccc(Cl)cc1 (stereo unspecified),0.7%
COc1ccccc1OCC(=O)/C=C1/N(C)c2ccccc2C1(C)C,?

(list continues)
molecule,ERK EGF inh
O=C(c1ccncc1)N1CCC2(CCN(Cc3ccccc3)CC2)CC1,2.4%
CCS(=O)(=O)n1nc(-c2ccccc2)nc1N,3.5%
Cc1ccc(CCNC(=O)CCS(=O)(=O)c2ccc(Br)cc2)cc1,-5.9%
COC(=O)c1sccc1NC(=O)C1C2C=CC(C2)C1C(=O)O (stereo unspecified),5.4%
O=C(COc1ccc([N+](=O)[O-])cc1Cl)Nn1cnnc1,0.0%[57.5 µM]
COc1cccc(Cn2c(=O)c(C)nc3cnc(N4CCOCC4)nc32)c1,10.0%
